ARFGAP1 inh – inhibitors of rat ARFGAP1 GAP activity, primary screen, biochemical, fluorescence polarization, GDP tracer. Arfgap1-stimulated ARF1 GTP hydrolysis, GDP FP detection. AID 651572, 2012. inhibition, % at 16.5 µM. 0.26% of 360,000 active;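 active = inhibition above a per-plate limit, mean inhibition of low control wells plus 3 SD, cut at about 25% in these data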;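 also: 0% = DMSO wells with enzyme and 100% = wells lacking Arfgap1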
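Material – truncated rat Arfgap1 GAP domain · Buffer or medium – HEPES-based buffer, pH 7.5 · Reagent – human ARF1(Δ1-17)-GTP substrate · Dosing – 16.5 µM single point, 1.26% DMSO · Schedule – GTP hydrolysis reaction 2 h at 25 °C · Technique – GDP detection by fluorescence polarization · Benchmarks – No-Arfgap1 wells (100%) versus DMSO full-reaction wells (0%) · Repeats – single replicate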
HGIII-sPLA2 inh – human group III sPLA2 inhibitors, primary screen, biochemical, QFRET, BODIPY PC-A2 liposome substrate. inhibition, % at 12.2 µM. AID 743126, 2013. QFRET BODIPY PC-A2 liposome hydrolysis, fluorescence. 0.56% of 370,000 active. Group 3 secretory phospholipase A2 (Homo sapiens), Q9NZ20;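 active = inhibition above mean plus 3 SD of compounds lying within the high and low control bounds, cut at about 19% in these data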;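 also: 0% = median of test compound wells and 100% = no enzyme DMSO wells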
PLC-beta3 inh – human PLC-beta3 inhibitors, primary screen, biochemical, fluorescence; Purified PLC-beta3, fluorogenic substrate; inhibition, % at 12.2 µM; 0.18% of 370,000 active; AID 720704, 2013; in the data active = inhibition above about 11%;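 also: 0% = median of compound wells on plate and 100% = full blocker control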
Tn7 DDE FP – inhibitors of Tn7 peptide binding to fibrin DD(E), primary screen, biochemical, fluorescence polarization, human fibrin, Tn7 probe | FP displacement of FITC-Tn7 peptide from fibrin DD(E); 0% = median of compound wells per plate | Fibrinogen beta chain (Homo sapiens), P02675 | AID 720508, 2013 | inhibition, % at 8.3 µM | 0.13% of 370,000 active;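 active = inhibition above the mean of compounds falling within the control limits plus 3 SD of them, cut at about 14% in these data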;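 also: 0% = plate median of compound wells and 100% = 10 µM Aha-Tn7 peptide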
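assay system = human clot-derived fibrin DD(E) complex | quantity = Fibrin-DD(E) at 2 µM final | timing = 10 min preincubation, 3 h with tracer, room temperature | signal = fluorescence polarization | measure = percent inhibition | benchmarks = high control wells with 10 µM unlabelled Aha-Tn7 peptide (full inhibition) | replicates = singlicate testing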
NR1D1 modulator – modulators of Rev-erb alpha DNA binding, primary screen, biochemical, FITC-DNA, fluorescence polarization, uHTS. 0.79% of 370,000 active. activity, % at 10 µM. Nuclear receptor subfamily 1 group D member 1 (Homo sapiens), P20393. AID 1259318, 2017. Rev-erbα–FITC-DNA binding, 90 min;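 active = activity above about 14%, limit read from the data; passing the limit was not always enough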;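 also: 0% = DMSO wells with 35 nM protein and 100% = DMSO wells with 750 nM protein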
Target sequence (P20393 whole entry, looked up): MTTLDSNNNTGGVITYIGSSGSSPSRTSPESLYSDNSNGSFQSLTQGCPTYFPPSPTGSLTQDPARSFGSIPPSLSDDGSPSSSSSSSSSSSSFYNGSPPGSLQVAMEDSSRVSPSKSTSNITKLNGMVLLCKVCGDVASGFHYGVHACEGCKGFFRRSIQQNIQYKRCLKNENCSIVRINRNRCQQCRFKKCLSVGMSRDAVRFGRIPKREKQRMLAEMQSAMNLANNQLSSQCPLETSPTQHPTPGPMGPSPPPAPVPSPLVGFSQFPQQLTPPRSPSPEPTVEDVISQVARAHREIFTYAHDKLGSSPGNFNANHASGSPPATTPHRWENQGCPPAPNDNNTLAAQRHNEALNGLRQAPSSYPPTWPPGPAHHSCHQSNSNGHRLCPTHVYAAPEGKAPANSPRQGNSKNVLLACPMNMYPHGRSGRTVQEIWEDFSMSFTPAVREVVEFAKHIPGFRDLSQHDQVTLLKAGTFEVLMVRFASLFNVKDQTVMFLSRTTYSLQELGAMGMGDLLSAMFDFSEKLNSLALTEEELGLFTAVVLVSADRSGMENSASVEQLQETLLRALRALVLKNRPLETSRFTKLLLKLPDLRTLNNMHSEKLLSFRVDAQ
ASAP1 GAP inh – inhibitors of human ASAP1 ArfGAP activity, primary screen, biochemical, fluorescence polarization; 0.19% of 360,000 active; ASAP1-stimulated ARF1 GTP hydrolysis, GDP FP detection; inhibition, % at 16.5 µM; Arf-GAP with SH3 domain, ANK repeat and PH domain-containing protein 1 (Homo sapiens), …; in the data active = inhibition above about 25%;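 also: 0% = vehicle with enzyme and substrate and 100% = no enzyme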
Target sequence (Q9ULH1 325-724 limits assumed): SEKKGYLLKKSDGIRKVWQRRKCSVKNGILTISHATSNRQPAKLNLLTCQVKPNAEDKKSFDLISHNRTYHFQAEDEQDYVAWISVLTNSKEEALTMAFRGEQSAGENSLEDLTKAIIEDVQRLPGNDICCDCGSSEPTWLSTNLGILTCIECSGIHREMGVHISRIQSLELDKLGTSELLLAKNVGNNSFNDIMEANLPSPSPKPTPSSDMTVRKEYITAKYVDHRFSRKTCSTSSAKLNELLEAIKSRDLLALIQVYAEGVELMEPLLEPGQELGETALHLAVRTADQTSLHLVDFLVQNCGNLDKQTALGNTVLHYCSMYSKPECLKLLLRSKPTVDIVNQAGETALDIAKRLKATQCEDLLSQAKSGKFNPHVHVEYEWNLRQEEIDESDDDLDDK
UHRF1 binding – UHRF1 methylated DNA binding inhibitors, primary screen, counter-screen for MBD2 inhibitor project, biochemical, TR-FRET, human UHRF1, single concentration; inhibition, % at 4.4 µM; AID 687016, 2013; 0.75% of 370,000 active; UHRF1 binding to methylated oligo; in the data active = inhibition above about 21%;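 also: UHRF1 SRA domain binding a hemimethylated CpG hairpin DNA probe; 0% = median of test compound wells and 100% = reference inhibitor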
DDE Tn6 FP inh – inhibitors of Tn6 peptide binding to fibrin DD(E), primary screen, biochemical, fluorescence polarization, human fibrin, Tn6 probe | Fibrinogen beta chain (Homo sapiens), P02675 | Fibrin DD(E) TRITC-Tn6 fluorescence polarization displacement | inhibition, % at 8.3 µM | 0.21% of 370,000 active;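 active = inhibition above a per-campaign cutoff: mean of compounds within control limits plus 3 SD, cut at about 15% in these data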;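 also: 0% = median of all compound wells on the plate and 100% = blocking peptide control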
KLK7 zymogen act – proKLK7 zymogen activators, primary screen, biochemical, fluorescence intensity. AID 652039, 2013. activation, % at 7 µM. 0.9% of 370,000 active. purified proKLK7, EDANS-DABCYL substrate fluorescence; 100% is mature enzyme control, 0% vehicle. Kallikrein-7 (Homo sapiens), P49862;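 active = activation above the mean of all tested compounds plus 3 SD, computed per campaign excluding outliers beyond control limits, cut at about 13% in these data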
PLC-gamma1 inh – PLC-gamma1 enzyme inhibitors, primary screen, biochemical, fluorescence, purified enzyme | 1-phosphatidylinositol 4,5-bisphosphate phosphodiesterase gamma-1 (Homo sapiens), P19174 | fluorogenic substrate | inhibition, % at 12.2 µM | 0.84% of 370,000 active; in the data active = inhibition above about 9.5%
* = called active by the depositor; i = inactive.

SMILES	ARFGAP1 inh	HGIII-sPLA2 inh	PLC-beta3 inh	Tn7 DDE FP	NR1D1 modulator	ASAP1 GAP inh	UHRF1 binding	DDE Tn6 FP inh	KLK7 zymogen act	PLC-gamma1 inh
O=C(CN1CCN(CC(=O)Nc2ccccc2F)CC1)Nc1cccc(F)c1	6	3	-2	6	3	7	-2	3	-0.2	-1
CC(=O)c1cccc(N(C(=O)CNC(=O)c2ccco2)C(C(=O)NCC2CCCO2)c2ccccc2)c1 (stereo not drawn)	-2	11	-4	4	1	5	1	-2	0.8	3
O=C(COC(=O)c1ccc(O)cc1)Nc1ccc(Cl)cc1	8	-20	-2	4	4	1	-1	7	0.0	-2
CC(=O)N1CCc2c(sc(NC(=O)CCS(=O)(=O)c3ccc(C)cc3)c2C#N)C1	21	2	-8	-2	-1	11	1	-2	0.5	0
CCN1CCN(C(=O)CCc2nc3ccccc3c(=O)[nH]2)CC1	0	-2	0	-3	1	-7	-1	-1	-0.1	2
COc1cc(NC(=S)NC(=O)C(C)C)ccc1NC(=O)c1cc2ccccc2o1	0	3	-6	-5	1	7	0	-8	0.3	-1
Cc1c(NS(=O)(=O)c2cccc(C(=O)NCc3ccc(Cl)cc3)c2)c(=O)n(-c2ccccc2)n1C	3	-18	-2	7	-1	3	6	1	0.3	0
CC(C)(/C=N/O)N(O)C=C1C=CC(=O)C=C1	0	15	-3	7	4	0	0	1	0.1	3
CCC1CCCCN1C(=O)c1ccc([N+](=O)[O-])o1 (stereo not drawn)	6	1	1	8	2	-8	-2	6	-0.7	-3
Cc1cccc(NC(=O)CCNS(=O)(=O)c2cc(Br)cnc2N)c1C	3	-12	-6	3	-3	-2	1	1	0.2	0
CSc1nnc2c(n1)OC(C)=Nc1ccccc1-2	9	3	-3	-5	7	5	-13	-1	-0.1	-2
COc1cc(NC(=O)c2ccc3c(c2)OCO3)c2ncccc2c1	7	10	-2	1	5	20	-1	-3	-0.1	1
Cc1cc(C=C2C(=O)c3ccccc3C2=O)c(C)n1-c1ccccc1	-3	4	-26	-2	5	1	2	6	0.7	-26
Cc1cccc(CC(C)NC(=O)CCc2nnc(CCCCc3ccccc3)o2)n1 (stereo not drawn)	-7	-5	-2	2	4	-3	-3	-1	0.3	1
COc1ccc(OC)c(N(CC(=O)NC2CC3CCC2C3)S(=O)(=O)c2ccccc2)c1 (stereo not drawn)	3	-2	-4	1	3	-8	3	8	-0.3	-1
CCn1cc(C(=O)N[C@@H](C)C(=O)NCCCO)c(=O)c2cc3c(cc21)OCO3	5	-4	-16	-7	3	-6	-1	1	1.0	-8
O=c1nc2n(Cc3ccccc3)c3ccccc3cc-2c(=O)[nH]1	8	-1	-199	-7	0	7	0	5	8.1	-156
CC(=O)Nc1c2c(nn1-c1ccc(C)cc1C)CSC2	-2	10	0	-3	-3	-3	-2	-7	-0.7	0
CCN(CC)C(=O)[C@H]1C[C@H](CC(=O)NCc2ccc(OC)c(OC)c2)C(=O)N2CCc3c([nH]c4cc(CCC(=O)N(C)C)ccc34)[C@]12C	6	5	-2	1	-4	-2	0	12	1.2	-1
Cc1ccccc1NC(=O)Cn1nnc2c(cnn2-c2ccc(F)cc2)c1=O	2	2	0	-4	2	-18	-3	2	0.3	-3
CCN1CCN(c2ccc(S(=O)(=O)N3CCCCC3)cc2NC(=O)c2ccc(C)c(C)c2)CC1	10	2	-9	8	-6	-5	-1	-1	-0.4	0
NS(=O)(=O)c1ccc(CCNC(=O)C2CCCCC2)cc1	9	0	3	-1	0	11	1	-2	-0.5	6
O=C(Nc1ccccc1N1CCCC1)c1ccc([N+](=O)[O-])cc1Cl	2	1	0	0	1	-4	2	-2	-0.3	1
COc1ccc(CCNC(=O)c2ccc(N(C)S(=O)(=O)c3ccc(C)cc3)cc2)cc1	1	-13	-5	-1	4	12	-1	7	-0.3	1
COCc1nc2ccccc2n1Cc1cccc(C)c1	2	-2	3	-3	-5	8	-2	-5	-1.1	1
CSc1nc(NC(C)=O)nc(C)c1Cl	-1	0	-1	-2	-1	16	-2	-1	-0.2	-1
O=C(COC(=O)c1cc(=O)c2ccccc2o1)NCc1ccc(Cl)cc1	0	13	3	7	7	-1	1	2	0.6	3
CCOCCCNC(=O)c1cc2c(=O)n(CC)c3ccccc3c2s1	9	1	-84	8	-2	-9	-3	2	-1.2	-51
Cc1ccc(CN2CCN(Cc3cnc(C)s3)CC2CCO)cc1 (stereo not drawn)	-2	-2	3	-7	3	13	-2	-3	0.8	1
C#CCN(C[C@@H]1[C@@H](OC(=O)Nc2cccs2)[C@@H](OC(=O)Nc2cccs2)Cn2c(=O)ccc(=O)n21)S(=O)(=O)c1ccc(C)cc1	-4	-16	-4	2	3	2	-2	2	-0.6	-3
CCc1cc(=O)oc2cc(C)cc(OC(C)C(=O)NCc3ccccn3)c12 (stereo not drawn)	0	-1	-191	6	0	-3	-4	6	6.3	-132
CN(Cc1c(C(=O)N/N=C/c2cccc(Cl)c2)nnn1-c1nonc1N)c1ccccc1	-1	-10	-14	-2	-4	0	0	2	0.1	-1
O=C(CCSCCC(=O)NCc1ccc(F)cc1)NCc1ccc(F)cc1	-1	4	1	5	1	-4	2	5	0.2	0
Cc1ccc2nc(NNC(=O)c3ccc(S(=O)(=O)N4CCc5ccccc5C4)cc3)sc2c1	15	33*	-41	-8	4	2	-4	-13	-0.8	-31
O=c1c(Cl)c(Cl)cnn1Cc1nnc(-c2ccc(Cl)cc2)o1	10	-7	-6	-1	-6	6	-3	-3	0.5	-3
COc1cc(/C=N/NC(=O)CCC(=O)Nc2ccc(F)cc2)ccc1O	6	-4	-9	9	-3	-14	1	3	-4.1	-3
CCN(CC)C(=O)COc1c(-c2ccco2)oc2ccccc2c1=O	5	4	-87	-3	-6	6	-3	-11	3.6	-61
O=C(O)CN1C(c2ccccc2O)Nc2ccc(Br)cc2C1c1ccccc1 (stereo not drawn)	19	0	-4	1	-4	-6	0	-2	0.4	-4
Cc1nn(-c2ccc(Cl)cc2)c2sc(C(=O)c3c(N)n(C)c(=O)n(C)c3=O)cc12	1	-3	-3	2	31*	2	-1	1	-11	-2
Cc1ccc(C(=O)N/C(=C/c2ccco2)C(=O)N2CCCCCC2)cc1	7	-7	-29	-7	9	-2	-2	-2	0.2	-15
O=C(CCCSc1nnnn1-c1cccc2ccccc12)c1ccc(F)cc1	-1	-42	-2	2	2	-8	0	-2	0.5	-2
Cc1cc(OCCCn2cnc3ccccc3c2=O)ccc1[N+](=O)[O-]	2	3	4	2	2	1	-3	-2	0.6	5
Cc1cc(C)c(OCC(=O)Nc2ccccn2)c([N+](=O)[O-])c1	-11	-1	2	-10	1	-1	1	2	-0.5	0
CCN1CCN(CCCNC(=O)CCC(=O)N2CCOc3ccc(Cl)cc32)CC1	9	8	1	-2	-1	-2	-1	4	-0.3	2
O=C(Nc1cc(S(=O)(=O)Nc2ccc(Cl)cc2)ccc1O)c1ccc(S(=O)(=O)N2CCCCCC2)cc1	-1	-16	-5	-1	-12	2	-1	-9	0.6	0
Cn1c(=O)[nH]c(=O)c2c1nc(NN)n2CCOc1ccccc1	-8	9	-3	0	-2	-12	-3	8	-0.4	-1
O=C(O)c1cc(S(=O)(=O)Nc2ccc3cn[nH]c3c2)ccc1Br	4	0	-29	0	0	8	-1	3	-0.3	-23
COc1cccc2c1C(=O)CC1C2CCC2CC(=O)CCC21C (stereo not drawn)	3	14	-7	3	2	17	1	-1	-0.2	1
COc1cccc(OC)c1OCC(C)CNCC1CCCO1 (stereo not drawn)	13	9	1	6	8	-7	4	4	-0.4	-3
CCCCc1cc(=O)oc2c3c(cc(OCC(=O)N4CCC[C@H]4C(=O)O)c12)OC(C)(C)CC3	4	-5	i	1	-3	10	2	-1	53*	i
COc1ccc(NC(=O)CC(C)CC(=O)NCc2ccccc2)c(OC)c1 (stereo not drawn)	-1	-3	-6	-3	-4	8	0	-1	-0.1	1
C[C@@H]1CN([C@H](C)CO)C(=O)CCCn2nncc2CO[C@@H]1CN(C)C(=O)C1CCCCC1	4	-1	4	3	-7	15	2	-1	-0.3	1
COc1cc(C(=O)NCc2ccc(-c3nc4ccccc4s3)cc2)cc(OC)c1OC	3	-15	-1	0	38*	2	0	-10	0.6	0
O=C(NC(=S)Nc1ccc(S(=O)(=O)Nc2ncccn2)cc1)c1cccc(Br)c1	12	11	0	3	-2	3	-2	1	0.1	4
CC1CCCCC1NC(=O)CSCC(=O)O (stereo not drawn)	13	19	-4	2	8	12	1	11	0.4	3
CN(C)CCCNc1nc(N)c([N+](=O)[O-])c(NC2CCCCC2)n1	-2	1	0	-9	-6	-9	2	-2	-1.0	1
CCc1cccc(NC(=O)COC(=O)c2cc(=O)c3ccccc3o2)c1	11	-3	-6	3	2	19	0	-6	0.7	1
CCC(C)c1ccc(C(C)NC(=S)NCc2ccc(F)cc2)cc1 (stereo not drawn)	2	4	-7	8	-1	-1	-1	-4	-0.4	-3
CC(NS(C)(=O)=O)C(c1cccs1)N1CCN(Cc2ccccc2)CC1 (stereo not drawn)	-23	1	-2	-3	2	5	1	-1	-0.8	0
CCOc1ccc(-c2cnc(NCc3cccc4ccccc34)n2CCOC)cc1	0	-11	-5	1	-4	-1	-2	-6	-0.2	1
CC(C)(C)NC(=O)C(=O)N/N=C/c1cccs1	5	0	2	-7	-4	-2	-2	0	0.2	4

High-throughput results (PubChem)
